Bfl-1 Bim block: human Bim-Bfl-1 interaction inhibition; Q16548; Bead-based flow cytometry, Bim-Bfl-1 binding inhibition; inhibition, % at 10 µM; hit rate 0.12% among 190,000; AID 1008;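 note: 0% = wells without compound plus tracer and 100% = blocker peptide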
Avidin fluor: avidin bead compound fluorescence profile; Avidin beads, compound fluorescence 488/530 nm, flow cytometry; active compounds read high; fluorescence (KMESF) at 10 µM; hit rate 0.38% among 220,000; in the data active = fluorescence above about 47; note: inactives centre near 10
Bcl-2 Bim block: human Bim-Bcl-2 interaction inhibition | P10415 | Bead-based flow cytometry, Bim peptide-Bcl-2 binding | inhibition, % at 10 µM | hit rate 0.06% among 190,000 | AID 950; in the data active = inhibition above about 40%; inconclusive = no clear call, values can overlap the other calls;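 note: 0% = no compound wells with probe peptide and 100% = reference peptide inhibitor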
ABCB1 inh: inhibitors of human ABCB1 transporter, ABCG2 counter-screen | CCRF-Adr cells, JC-1 efflux, flow cytometry | inhibition, % at 6.6 µM | hit rate 0.067% among 190,000; in the data active = inhibition above about 40%;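 note: 0% = vehicle and 100% = reference inhibitor; higher value means more JC-1 retained so stronger ABCB1 efflux block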
Bcl-XL Bim block: disrupts Bim peptide binding to human Bcl-XL. bead flow cytometry, fluorescence. Q07817. inhibition, % at 10 µM. AID 1007. hit rate 0.04% among 190,000
Target sequence (Q07817 whole entry, looked up): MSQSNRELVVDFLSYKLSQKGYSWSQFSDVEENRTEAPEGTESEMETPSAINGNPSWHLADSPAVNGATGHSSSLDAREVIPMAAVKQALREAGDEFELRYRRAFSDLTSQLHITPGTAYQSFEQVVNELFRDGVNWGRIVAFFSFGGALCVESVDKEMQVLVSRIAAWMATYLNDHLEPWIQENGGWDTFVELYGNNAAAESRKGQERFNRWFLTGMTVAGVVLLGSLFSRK
GSH fluor: GSH bead compound fluorescence profile | hit rate 0.25% among 190,000 | fluorescence (KMESF) at 10 µM | GSH beads flow cytometry, compound fluorescence 488/530 nm; active compounds read high; in the data active = fluorescence above about 89;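 note: glutathione beads carrying GST-tagged Bcl family fusion proteins plus one bare bead set; values are compound well signal with DMSO vehicle wells as background; inactives centre near 16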
Bim-Bcl-W: inhibitors of Bim-Bcl-W interaction, human; bead-based flow cytometry, Bim peptide-Bcl-W binding; inhibition, % at 10 µM; hit rate 0.02% among 190,000;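 note: 0% = bound tracer without compound and 100% = peptide blocker; higher means less fluorescent Bim peptide bound to Bcl-W beads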
Target sequence (Q92843 whole entry, looked up): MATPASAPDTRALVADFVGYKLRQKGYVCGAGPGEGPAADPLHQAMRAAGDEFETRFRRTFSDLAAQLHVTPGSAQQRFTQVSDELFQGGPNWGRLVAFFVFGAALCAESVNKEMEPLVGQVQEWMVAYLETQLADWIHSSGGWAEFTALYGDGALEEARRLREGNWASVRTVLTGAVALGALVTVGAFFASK
ABCG2 block: blocks JC-1 efflux by human ABCG2 transporter; hit rate 0.1% among 190,000; inhibition, % at 6.6 µM; AID 1325; IgMXP3 cells, flow cytometry; Q9UNQ0;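 active = inhibition above 80%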;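 note: 0% = DMSO and 100% = nicardipine control wells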
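Test system: IgMXP3 (ABCG2) plus far-red-tagged CCRF-Adr (ABCB1) cells. Reagent: JC-1 dye as substrate. Timing: 10 min exposure at 25 °C with rotation, no wash. Measured by: flow cytometric JC-1 green MFI at 530 nm. Read-out: percent efflux inhibition, scaled nicardipine 100% to DMSO 0%. Control set: nicardipine and DMSO wells.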
RGS7-Gao: human RGS7-Galphao interaction regulation | binding response (% of control), % at 10 µM | Multiplexed bead flow cytometry, RGS7-Galphao binding; actives lie on both sides | AID 1439 | P09471 | hit rate 0.35% among 220,000; in the data active = binding response below about 49% or above about 150%; inconclusive = no clear call, values can overlap the other calls; inactive = in between;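 note: fluorescent Galphao held in activated GDP-AlF4 state binding bead-coupled RGS7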
Target sequence (P09471 whole entry, looked up): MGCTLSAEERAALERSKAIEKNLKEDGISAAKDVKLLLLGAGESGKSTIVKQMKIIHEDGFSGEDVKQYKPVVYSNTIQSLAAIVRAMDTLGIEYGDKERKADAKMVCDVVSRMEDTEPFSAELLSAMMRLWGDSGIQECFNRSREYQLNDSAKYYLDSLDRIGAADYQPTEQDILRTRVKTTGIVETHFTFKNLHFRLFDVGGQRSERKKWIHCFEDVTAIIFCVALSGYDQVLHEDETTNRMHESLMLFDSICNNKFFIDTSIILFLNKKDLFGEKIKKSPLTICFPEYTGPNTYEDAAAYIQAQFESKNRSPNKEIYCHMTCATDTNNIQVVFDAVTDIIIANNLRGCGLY
Bim-Bcl-B: inhibitors of Bim-Bcl-B interaction, human; Q9HD36; bead-based flow cytometry, Bim peptide-Bcl-B binding; inhibition, % at 10 µM; hit rate 0.073% among 190,000;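 note: 0% = tracer peptide without compound and 100% = reference inhibitor peptide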
Target sequence (Q9HD36 whole entry, looked up): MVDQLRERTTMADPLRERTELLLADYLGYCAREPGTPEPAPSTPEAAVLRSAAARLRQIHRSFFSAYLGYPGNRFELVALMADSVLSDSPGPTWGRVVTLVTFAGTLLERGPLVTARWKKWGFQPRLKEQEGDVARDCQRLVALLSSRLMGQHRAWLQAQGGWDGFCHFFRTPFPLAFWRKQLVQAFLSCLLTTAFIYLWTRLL
RGS4-Gao reg: human RGS4-Galphao interaction regulation; hit rate 0.33% among 220,000; P09471; Multiplexed bead flow cytometry, RGS4-Galphao binding; actives lie on both sides; binding response (% of control), % at 10 µM; AID 1415; in the data active = binding response below about 49% or above about 150%; inactive = in between;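 note: fluorescent Galphao activated with aluminum fluoride binding bead-coupled RGS4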
Active calls of the source: *; ? = inconclusive; · = no result given. Cut-off read from the data, not from the text of the source, unless noted: active = inhibition above about 40%. Random draw from the library; about 1.3% have a hit in one of these screens.

structure	Bfl-1 Bim block	Avidin fluor	Bcl-2 Bim block	ABCB1 inh	Bcl-XL Bim block	GSH fluor	Bim-Bcl-W	ABCG2 block	RGS7-Gao	Bim-Bcl-B	RGS4-Gao reg
C=CCc1ccc(O)c(-c2ccc(O)c(CC=C)c2)c1	-3	7	-9	0.3	-3	21	-2	6	100	-1	98
COc1cc(C=O)ccc1OS(=O)(=O)c1ccccc1[N+](=O)[O-]	0	9	-1	1.1	-3	9	-4	26	103	-4	102
c1ccc(-c2nn3c(Cn4nnc5ccccc54)nnc3s2)cc1	2	11	0	0.3	6	21	5	0	94	5	99
Cc1ccccc1OCC(=O)NCC1CCCO1 (stereo unspecified)	-6	10	-3	0.2	6	25	1	1	100	-6	101
O=C(Nc1nc2ccccc2[nH]1)c1cccs1	-1	14	4	0.3	-2	9	1	2	86	-4	86
Cc1ccc(C(=O)/C=C/Nc2ccc(S(=O)(=O)Nc3onc(C)c3C)cc2)cc1	-10	11	0	0.0	-1	12	-1	2	100	-1	103
COc1cc2c(cc1NC(=O)Nc1ccccc1)oc1ccccc12	-7	14	-10	3.8	-3	15	4	47	102	-7	102
COc1ccccc1C(=O)Nc1ccccc1N1CCOCC1	6	6	1	0.6	2	31	0	8	98	0	98
Cc1cc(C(=O)CSc2nc3ccccc3c(=O)n2C)c(C)n1CC1CCCO1 (stereo unspecified)	-3	22	3	1.6	-4	27	1	4	101	-1	100
CC(C)Oc1cccc(C(=O)C2CCCN(S(C)(=O)=O)C2)c1 (stereo unspecified)	-7	6	0	0.0	0	21	1	0	95	-1	98
O=C(COc1ccc(/C=N/NC(=O)C(=O)N2CCCCC2)cc1)Nc1ccccc1Cl	-2	10	-3	1.0	2	25	0	18	105	0	103
COc1cccc2cc(C(=O)N3CCN(c4ccccn4)CC3)c(=O)oc12	-7	9	-11	0.5	-2	11	1	2	90	-7	93
O=C1NCCc2c1[nH]c1c(Cl)ccc(Cl)c21	-2	37	-2	0.5	-2	13	0	4	101	-1	99
O=C(C1CCCO1)N1CCN(C(=S)Nc2ccccc2Cl)CC1 (stereo unspecified)	0	11	0	-0.9	-9	12	-1	-5	116	-4	107
Cc1ccc(Cl)cc1NC(=O)CCn1cccc1	-2	28	-2	-0.2	0	13	0	-1	99	-2	95
Cc1ccccc1N(CC(=O)N/N=C/c1cc(C)n(-c2ccccc2C)c1C)S(C)(=O)=O	6	1	2	0.6	7	24	3	1	73	5	62
COc1cc(OC)c(CN2CCN(c3ccc(F)cc3)CC2)cc1Br	·	14	?	1.2	·	13	·	3	94	·	96
COc1ccc(CCC(=O)Nc2ccccc2C(F)(F)F)cc1	0	5	-2	0.5	-4	16	0	4	100	-1	103
Cn1nnnc1SCC(=O)Nc1cc(C(C)(C)C)nn1-c1ccccc1	-5	9	-5	0.5	-3	16	-4	1	102	0	99
Cc1ccc(-c2ccc(S(=O)(=O)NCc3ccco3)cc2)cc1	-6	8	-4	0.0	-5	11	-1	0	112	-8	104
COc1cc(C(C#N)N2CCCCC2)ccc1O (stereo unspecified)	0	10	0	0.3	0	6	1	1	100	0	100
CC(=O)C(Sc1ccc2nnc(-c3ccncc3)n2n1)C(C)=O	-8	7	-10	0.3	-4	24	0	1	98	-7	98
Cc1ccc(/C=C2/C(=O)c3ccc(C(=O)O)cc3C2=O)o1	-3	11	-3	0.1	-1	10	-1	0	88	-4	92
Cc1cc(NC(=O)CCCN2C(=O)c3cccnc3C2=O)no1	-2	16	-2	-2.4	0	20	2	-1	98	-2	96
O=C1C2C(c3ccccc3)C=CC(c3ccccc3)C2C(=O)N1C1CCCCC1 (stereo unspecified)	-3	33	0	0.5	-5	18	-3	1	102	-1	102
O=C(O)COc1nsnc1N1CCOCC1	-10	4	-2	0.5	-2	26	0	3	95	-2	95
O=C(COC(=O)c1cnccn1)Nc1cccc2ccccc12	-7	11	-4	0.7	-2	16	-4	2	104	-2	109
O=C(Nc1ccccc1-c1nnn(CC(=O)N2CCOCC2)n1)c1ccc(F)cc1	-3	9	0	0.5	-2	17	0	5	88	0	90
CCCC(=O)NCc1ccccc1Cl	2	16	-2	0.9	0	12	-1	0	102	0	104
O=S(=O)(Nc1nc2ccccc2nc1NCc1ccco1)c1ccc(Cl)cc1	-11	14	-11	-0.1	-2	35	0	0	93	-9	97
CC(C)=C1C2C=CC1C(C(=O)Nc1cc(C)ccc1C)C2C(=O)O (stereo unspecified)	-11	23	-10	0.2	-5	30	1	2	99	-9	99
CCCCCCOC(=O)C(C#N)c1nc2ccccc2nc1N1CCN(CC)CC1 (stereo unspecified)	3	12	5	4.4	2	13	6	5	103	3	109
COc1ccc(N2Cc3ccccc3C2=NC(=O)c2ccc(C)cc2)cc1OC	-3	8	-2	1.9	-1	16	-1	5	99	-2	101
Cc1ccc(NC(=O)CSc2ncc(-c3ccccc3)n2C(=O)c2ccccc2)cc1	-8	9	-13	1.4	-1	12	1	13	100	-6	100
O=C(C1CCC1)N1CCc2cc(S(=O)(=O)N3CCCCC3)ccc21	-1	5	0	0.9	-2	5	-5	3	97	-4	103
CCn1c(CNC(=O)Cc2ccc(OC)cc2)nnc1SCC(=O)c1ccccc1	4	8	-1	-0.6	-5	16	0	-3	?	-18	102
CN(C)C(=O)c1cc(C(=O)c2ccc(C(F)(F)F)cc2F)c[nH]1	-6	25	0	0.5	-1	11	-1	2	103	0	101
COc1ccc(CNC(=O)c2cccc(NC(=O)c3ccccc3)c2)cc1	-2	12	-3	-1.7	0	16	-1	2	99	-5	101
CC(C)Sc1nnc([C@@H]2CCCN2C(=O)OC(C)(C)C)o1	1	14	-5	0.4	-1	10	-3	1	101	0	103
CCOc1ccc(C(CCc2ccccc2)NC(=O)c2ccccc2OC)cc1OCC (stereo unspecified)	-11	51*	-3	2.3	-2	21	4	5	111	-3	106

3 entries already listed, arranged by their value in Avidin fluor, rising:
mol | Bfl-1 Bim block | Avidin fluor | Bcl-2 Bim block | Bcl-XL Bim block | GSH fluor | Bim-Bcl-W | ABCG2 block | RGS7-Gao | Bim-Bcl-B | RGS4-Gao reg
O=C(O)COc1nsnc1N1CCOCC1 | -10 | 4 | -2 | -2 | 26 | 0 | 3 | 95 | -2 | 95
COc1cc(C(C#N)N2CCCCC2)ccc1O (stereo unspecified) | 0 | 10 | 0 | 0 | 6 | 1 | 1 | 100 | 0 | 100
CCCCCCOC(=O)C(C#N)c1nc2ccccc2nc1N1CCN(CC)CC1 (stereo unspecified) | 3 | 12 | 5 | 2 | 13 | 6 | 5 | 103 | 3 | 109

Carrying on:
structure	Bfl-1 Bim block	Avidin fluor	Bcl-2 Bim block	ABCB1 inh	Bcl-XL Bim block	GSH fluor	Bim-Bcl-W	ABCG2 block	RGS7-Gao	Bim-Bcl-B	RGS4-Gao reg
O=C1CCc2cc(S(=O)(=O)NC(Cc3ccccc3)C(=O)NCCC3=CCCCC3)ccc2N1 (stereo unspecified)	-10	54*	-5	-1.8	0	20	2	-1	143	-3	106
CCOC(=O)c1sc(NC(=O)Nc2ccccc2)cc1C	-1	13	-1	-0.9	-2	5	-1	-7	94	0	97
COc1ccc(OC)c(C2C3=C(COC3=O)Nc3cc4c(cc32)OCO4)c1 (stereo unspecified)	-1	11	-3	2.3	-1	16	-3	6	98	-5	100
CN1CCN(S(=O)(=O)c2ccc(NC(=S)NC(=O)C(C)(C)C)cc2)CC1	-7	10	-1	0.3	-1	18	0	1	102	-6	103
CCOC(=O)c1noc(C)c1C(=O)Nc1nccs1	-3	10	-2	2.4	-1	23	1	11	100	0	101
COc1ccc(CCN(C(=O)c2ccccc2)C2=CC3CCC(C2)N3C)cc1OC (stereo unspecified)	0	3	1	0.0	1	25	2	0	97	-2	95
O=C(Nc1c2c(nc3ccccc13)CCCC2)c1ccccc1Br	16	5	17	-0.1	10	10	6	0	96	11	103
O=C(NCCNc1ccc([N+](=O)[O-])cc1)c1cccc(Br)c1	-1	3	1	3.4	-6	12	-1	42	98	-6	102
CN(C)Cc1ccccc1C1(O)c2ccccc2CSc2ccccc21 (stereo unspecified)	-15	13	-8	0.0	-6	37	-1	10	101	-9	102
S=C(c1ccc2c(c1)OCO2)N1CCCCC1	-9	9	-3	0.2	-4	8	0	1	101	-3	99
CCOC(=O)c1sc(C)c(C(N)=O)c1NC1=NCCCCC1	0	12	-3	0.3	-1	15	0	3	111	-2	112
CCc1cc2c(-n3nc(C)cc3C)ncnc2s1	-2	23	-10	0.2	-6	19	-3	1	99	-5	99
c1ccc(Cn2nnnc2C(c2ccccc2)N2CCN(c3nc4ccccc4s3)CC2)cc1 (stereo unspecified)	-5	5	0	5.7	-7	23	-3	14	85	-7	92
CCNC(=O)CC1C(=O)N(CC)C(=S)N1NC(=O)c1ccc(Cl)cc1 (stereo unspecified)	-5	17	-2	0.2	0	11	2	1	101	-1	79
COCCn1c(SCC(=O)N2CCC(C)CC2)nc2ccccc2c1=O	-10	7	-6	1.7	-1	39	0	2	95	-5	96
COc1ccccc1NS(=O)(=O)c1ccc(C(N)=O)cc1	-4	10	0	2.8	2	19	1	14	96	-2	96
COc1ccc(/C=N/NC(=O)C(Cc2c[nH]c3ccccc23)NC(=O)OCC(C)C)cc1[N+](=O)[O-] (stereo unspecified)	-11	9	-7	0.2	8	59	5	2	98	-4	101

Part of the list above in order of heavy-atom count, descending:
structure	Bfl-1 Bim block	Avidin fluor	Bcl-2 Bim block	ABCB1 inh	Bcl-XL Bim block	GSH fluor	Bim-Bcl-W	ABCG2 block	RGS7-Gao	Bim-Bcl-B	RGS4-Gao reg
COc1ccc(/C=N/NC(=O)C(Cc2c[nH]c3ccccc23)NC(=O)OCC(C)C)cc1[N+](=O)[O-] (stereo unspecified)	-11	9	-7	0.2	8	59	5	2	98	-4	101
c1ccc(Cn2nnnc2C(c2ccccc2)N2CCN(c3nc4ccccc4s3)CC2)cc1 (stereo unspecified)	-5	5	0	5.7	-7	23	-3	14	85	-7	92
CCNC(=O)CC1C(=O)N(CC)C(=S)N1NC(=O)c1ccc(Cl)cc1 (stereo unspecified)	-5	17	-2	0.2	0	11	2	1	101	-1	79
CN(C)C(=O)c1cc(C(=O)c2ccc(C(F)(F)F)cc2F)c[nH]1	-6	25	0	0.5	-1	11	-1	2	103	0	101
CC(C)Sc1nnc([C@@H]2CCCN2C(=O)OC(C)(C)C)o1	1	14	-5	0.4	-1	10	-3	1	101	0	103
Cc1ccccc1OCC(=O)NCC1CCCO1 (stereo unspecified)	-6	10	-3	0.2	6	25	1	1	100	-6	101

Bioassay records (PubChem)
